Bioassay records as filed in PubChem BioAssay.
hiPSC survival = increases survival of single human iPS cells | survival enhancement, % at 20 µM | hiPSC single-cell survival, ATPlite luminescence; 100% = ROCK inhibitor wells, 0% = DMSO | 360,000 tested, 0.044% active; in the data active means survival enhancement above about 18%;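 further: cells exposed to compounds for 16 hours before the ATP read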
m5-HT2A agonist = agonists of mouse serotonin 5-HT2A receptor (HTR2A); CHO-K1 mHTR2A beta-arrestin complementation, luminescence; percent of 30 µM serotonin response; activation, % at 7.6 µM; 360,000 tested, 0.66% active; AID 624169;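 active means activation above a run cutoff, the mean activation of all tested compounds plus 3 SD, cut at about 14% in these data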;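 further: 0% = plate median of compound wells and 100% = 30 µM serotonin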
Shn3 3UTR inh = inhibitors of Schnurri-3 3'UTR reporter in osteoblasts | Clone20 osteoblast Shn3 3'UTR firefly luciferase, 24 h | 360,000 tested, 0.52% active | inhibition, % at 12.5 µM;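 active means mean inhibition of at least 75% with every replicate also reaching 75%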;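 further: 0% = median of neutral control wells and 100% = pilot-screen positive control compound; some compounds past the cut are filed as inactive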
Peg3 prom inh = inhibitors of Peg3 promoter. HeLa PEG-Prom luciferase reporter, luminescence, overnight. inhibition, % at 20 µM. 360,000 tested, 1.7% active;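 active means inhibition of at least 50% at 20 µM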
NR2E3 ag-1 = NR2E3 (human) agonism; AID 2300; 320,000 tested, 0.12% active; GST-NR2E3/biotin-RetCOR TR-FRET, 1536-well; inhibition of corepressor binding, % at 4.78 µM;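 active means percent inhibition above the cutoff of mean plus 3 SD of all tested compounds, set per screening campaign, cut at about 20% in these data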;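 further: 0% = DMSO wells and 100% = biotin wells as full block of FRET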
Target sequence (Q9Y5X4 whole entry, looked up): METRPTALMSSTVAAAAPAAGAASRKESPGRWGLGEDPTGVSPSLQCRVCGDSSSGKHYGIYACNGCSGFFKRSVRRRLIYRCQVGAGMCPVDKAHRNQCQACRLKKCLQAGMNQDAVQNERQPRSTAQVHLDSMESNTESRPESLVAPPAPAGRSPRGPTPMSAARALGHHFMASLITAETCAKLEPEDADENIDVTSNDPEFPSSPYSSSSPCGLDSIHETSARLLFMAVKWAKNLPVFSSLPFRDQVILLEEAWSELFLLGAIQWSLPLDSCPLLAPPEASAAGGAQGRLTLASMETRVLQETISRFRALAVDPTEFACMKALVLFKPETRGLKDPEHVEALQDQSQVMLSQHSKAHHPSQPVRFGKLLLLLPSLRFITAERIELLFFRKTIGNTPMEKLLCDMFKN
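Material: NR2E3–RetCOR corepressor complex / Amount: 1.35 nM GST-NR2E3 / Medium: Tris pH 7.5 / Compound: single nominal compound dose of 4.8 µM / Incubation: 5 h at 4 °C / Technique: TR-FRET, Eu(K)-anti-GST donor, streptavidin-D2 acceptor, ex 340, em 617/671 nm / Read-out basis: percent loss of FRET ratio relative to control wells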
NR2E3 ag-2 = activates human NR2E3 receptor | AID 602229 | inhibition of corepressor binding, % at 3.98 µM | 360,000 tested, 0.35% active | CHO-S Gal4-NCOR/VP16-NR2E3 two-hybrid, luciferase | Q9Y5X4;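 active means inhibition above the mean of all tested compounds plus 3 SD, cut at about 70% in these data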;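 further: 0% = DMSO with NR2E3 transfected cells and 100% = cells lacking NR2E3 construct; higher means lower luciferase signal from less NR2E3 corepressor binding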
TRPM1 prom inh = MITF TRPM1 promoter inhibition in SK-MEL-5 cells | SK-MEL-5 TRPM1 promoter luciferase, 24 h | inhibition, % at 12.5 µM | 330,000 tested, 0.83% active | AID 488899;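 active means mean inhibition across replicates of 60% or more, whatever share of single replicates reaches that level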; further: values of inactives mirror those of a sister screen read the other way
Cardio protect = protects H9c2 cardiomyocytes from peroxide injury. H2O2 injury protection, ATPLite, 2 h. protection from H2O2 cell death, % at 20 µM. 360,000 tested, 0.63% active;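 active means compounds giving at least 50% protection of heart cells from peroxide-induced death in the single-dose screen, raw or plate-pattern-corrected value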;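 further: 0% = DMSO wells with peroxide and 100% = DMSO wells without peroxide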
CaV13 ICDI inh = Primary screen for inhibitors of IQ motif and Ca2+-dependent inactivation inhibitor domain binding in CACNA1D, Förster resonance energy transfer in living cells, …; HEK cells, CFP/YFP FRET ICDI-IQ, plate reader, 10 min; percent FRET-ratio fall versus neutral wells; inhibition, % at 12.3 µM; 340,000 tested, 0.098% active;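 active means mean replicate inhibition of at least 30% and at least 1% of replicates passing that level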;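 further: 0% = median of the neutral control wells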
PDI turbidity = PDI (human) enzyme inhibition. P07237. PDI insulin aggregation turbidity, A650, 90 min. inhibition, % at 10 µM. 350,000 tested, 0.052% active. AID 588391;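 active means mean inhibition across replicates of 30% or more, whatever share of single replicates reach that level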;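 further: absorbance from insulin aggregation driven by PDI reduction with DTT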
Target sequence (P07237 whole entry, looked up): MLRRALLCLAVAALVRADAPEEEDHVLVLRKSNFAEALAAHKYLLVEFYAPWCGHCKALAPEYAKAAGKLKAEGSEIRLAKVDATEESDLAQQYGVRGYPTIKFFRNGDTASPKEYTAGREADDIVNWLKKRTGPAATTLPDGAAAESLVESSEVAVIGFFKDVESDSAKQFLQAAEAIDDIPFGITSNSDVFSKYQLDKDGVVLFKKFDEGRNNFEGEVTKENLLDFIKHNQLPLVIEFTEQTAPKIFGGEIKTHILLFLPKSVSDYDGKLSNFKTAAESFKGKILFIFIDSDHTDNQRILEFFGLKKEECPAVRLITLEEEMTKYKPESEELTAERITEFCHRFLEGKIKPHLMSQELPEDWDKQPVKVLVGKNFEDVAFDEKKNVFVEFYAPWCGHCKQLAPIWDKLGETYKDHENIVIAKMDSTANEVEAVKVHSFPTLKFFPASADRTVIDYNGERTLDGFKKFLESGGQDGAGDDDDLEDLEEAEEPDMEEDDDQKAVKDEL
HIF-2a inh = blocks HIF-2a reporter activity; AID 624352; 360,000 tested, 0.72% active; inhibition, % at 18.8 µM; 786-0 RCC cells HIF-2a reporter, luciferase luminescence, overnight;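 active means inhibition of the luminescence signal of 40% or more relative to plate controls, in a single-dose primary screen at 18.75 µM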
* hit, by the source's call; · = not tested or not shown.

SMILES	hiPSC survival	m5-HT2A agonist	Shn3 3UTR inh	Peg3 prom inh	NR2E3 ag-1	NR2E3 ag-2	TRPM1 prom inh	Cardio protect	CaV13 ICDI inh	PDI turbidity	HIF-2a inh
Cc1ccc(NS(=O)(=O)c2cccc(C(=O)O)c2)cc1S(=O)(=O)N1CCOCC1	-0.2	-2	-13	-7	-2	11	-4	6	-3	1	8
COC(=O)c1c(NC(=O)CSc2ccccc2N)sc(C)c1C	-1.6	6	-33	-2	5	12	-16	4	-1	-1	-71
O=C(Cc1ccc(-c2ccccc2)cc1)NCc1ccccc1	-1.8	1	-5	-2	-2	-17	16	2	-2	6	5
COc1ccc(S(=O)(=O)NCCC(=O)NC(C)c2ccccc2)cc1 (centres undefined)	-0.9	1	-10	10	3	-4	-4	6	-5	11	9
O=C(CN1CCN(S(=O)(=O)c2ccc(Br)s2)CC1)NCC1CCCCC1	3.6	7	0	8	·	-9	·	-3	-6	-1	3
O=C(NC1CCc2ccccc21)C1CCN(S(=O)(=O)c2ccc(-n3cnnn3)cc2)CC1 (centres undefined)	-2.5	-1	-16	14	1	-22	4	-2	-6	-1	15
O=C(Cc1ccccc1)NC(NCCCN1CCOCC1)(C(F)(F)F)C(F)(F)F	-0.9	-1	-2	1	0	-20	11	-10	·	7	6
COc1cccc(Nc2nc(-c3ccccc3)nc3ccccc23)c1	0.5	-2	12	-24	2	-11	-1	-4	-18	-1	-28
CC1(C(=O)NS(=O)(=O)c2ccc3ccccc3c2)CCN1C(=O)CC1CCCCC1 (centres undefined)	3.1	1	16	12	·	2	·	8	-9	-1	5
COc1c(Br)cc(Br)cc1C(=O)Nc1ccccc1N1CCCC1	0.8	2	12	19	·	-3	14	-3	-3	4	12
CC1(C)CC(=O)C2=C(C1)Nc1ccccc1NC2c1ccc(F)cc1 (centres undefined)	0.2	-1	18	-3	-3	-11	1	4	0	-1	17
S=C(NCCc1ccccn1)Nc1cc(Cl)cc(Cl)c1	0.0	-1	27	2	5	-24	-15	-8	3	3	-9
CCC(=O)N1C(Cc2ccccc2)COC1(C)C (centres undefined)	1.5	1	-18	14	-1	0	-4	3	-4	-1	7
CCc1ccc(/C(C)=N/NC(=O)C(O)c2ccccc2)s1 (centres undefined)	-0.7	-1	12	-7	3	-4	-10	-1	-4	-4	-32
O=C(c1ccco1)N1CCN(C(=O)C2CC(c3ccccc3F)=NO2)CC1 (centres undefined)	-0.3	-3	-9	-33	1	-20	-8	-4	-2	17	-16
O=S1(=O)CC2NC(=S)N(c3cccc(Br)c3)C2C1 (centres undefined)	-0.2	1	-8	11	-1	3	·	2	-5	8	16
O=C(NC(c1ccccc1)c1ccccc1)c1cccc(S(=O)(=O)NCc2ccccc2)c1	-2.3	-7	18	23	1	-5	16	-7	-4	4	29
O=c1[nH]c2ccc(Cl)cc2c(-c2ccccc2)c1[N+](=O)[O-]	0.0	3	-14	41	1	-13	18	-1	-10	-9	11
O=C(NCCCl)Nc1ncn[nH]1	-2.2	4	6	100*	·	28	-5	-1	-10	1	-4
CCCC(=O)Nc1ccc(OCC(=O)OC)cc1	0.2	0	1	5	4	-13	-2	2	·	0	18
O=c1c2cnn(-c3ccc(F)cc3)c2ncn1Cc1cccnc1	9.4	-1	3	12	-3	19	6	-1	-5	0	22
Cc1cc(-c2ccccc2C(=O)NC2CCCCC2)on1	-0.5	9	8	3	0	7	-10	5	-14	-13	17
COC(=O)c1ccccc1N=Nc1c(N)[nH][nH]c1=O	0.6	-1	7	20	-2	-11	9	14	-4	1	3
CCCCCc1nnc(NC(=O)c2cccc(S(=O)(=O)N3CCOCC3)c2)s1	-0.6	9	1	8	6	-6	3	5	-6	-1	14
C=CCOC(=O)c1ccccc1C(=O)OCC=C	0.4	-2	-1	-8	·	-17	·	-1	·	·	-1
CC1CCN(S(=O)(=O)c2ccc(C(=O)OCc3ccc4c(c3)OCO4)cc2)CC1	2.0	-1	17	23	1	5	7	-10	-3	2	11
COc1ccc(CC(=O)N(Cc2ccccc2)c2ccc(C)cc2)cc1S(=O)(=O)N1CCOCC1	0.6	-7	5	20	2	10	-17	19	-6	1	-6
CCC(CC)C(=O)c1c[nH]c(C(=O)NCc2ccccc2OC)c1	1.8	2	30	13	1	-19	·	-4	-7	11	-4
CCC(=O)Nc1cccc(NC(=O)c2ccc(Br)cc2)c1	3.2	-2	-12	-94	0	-14	-16	0	8	-4	-112
COc1cccc(C2C(C(=O)c3ccco3)=C(O)C(=O)N2CCCN2CCOCC2)c1OC (centres undefined)	-0.4	-1	5	1	·	1	-10	4	-5	8	15
CCOc1ccc(NC2=C(OC)C(=O)c3ccccc3C2=O)cc1	-2.0	2	-28	-110	-9	-60	31	-14	-3	-1	-144
O=P(c1ccccc1)(c1ccccc1)C(c1ccccn1)P(=O)(c1ccccc1)c1ccccc1	-0.7	-2	-9	-14	2	-18	·	-4	-5	-2	7
Cc1cccc(NCc2ccc(N(C)C)cc2)n1	-0.6	-3	-69	-256	-3	-36	-43	-10	-19	-1	-247
Cn1cccc1C(=O)OCC(=O)NC1CCS(=O)(=O)C1 (centres undefined)	9.9	1	-9	6	1	1	1	-9	-7	-3	11
Nc1ncnc2c1ncn2[C@@H]1O[C@H](CN2CCCS2(=O)=O)[C@@H](O)[C@H]1O	-1.0	6	-4	11	·	-3	-9	-2	-7	9	6
CCOC(=O)C(=O)N1CCC(C(=O)OCC)CC1	0.7	8	-22	-25	-3	-8	-4	4	-4	4	-55
COc1ccc(C(=O)Nc2ncc3c(n2)-c2ccccc2CC3)cc1	2.8	-7	10	3	2	-38	12	4	-9	-6	-9
Cc1nc2ccccc2n1C1CCN(CC(=O)Nc2ccccc2Br)CC1	-1.7	3	77	36	-1	-5	10	-16	-4	-1	12
CCS(=O)(=O)N1CCC(C(=O)Oc2ccc(C(=O)OC)cc2)CC1	-0.5	2	-16	-5	5	8	-4	0	-3	1	-5
Cc1ccc(/C=N/n2c(C)cc(C)c(C#N)c2=O)cc1	-0.9	-2	-3	-12	-1	19	-7	4	-5	0	-5
CC(C)NC(=O)c1ccc(CS(=O)(=O)c2ccc(Br)cc2)o1	-0.5	3	2	0	3	-20	3	6	-2	·	2
Cc1ccc(C)c(NC(=O)CCN2CCCC(C)C2)c1 (centres undefined)	0.5	0	-63	7	0	3	7	0	-6	-1	14
O=C1CC(c2cccc(Cl)c2)c2cc3c(cc2N1)CCC3 (centres undefined)	-3.1	2	37	37	-1	-15	39	-21	-7	-2	18
Cc1nc2cc(OCc3cc(C(=O)NC(C)c4cn(C)nc4C)no3)ccc2s1 (centres undefined)	-0.4	-2	9	3	-3	-38	-5	-3	-2	-4	-18
COCCC(=O)N1CCC(Oc2ccc(C(=O)N(C)CCCC3CCCC3)cc2)CC1	0.2	8	-27	-140	1	-32	-39	-1	-3	-4	-143
O=C1CSC(c2cccc([N+](=O)[O-])c2)N1Cc1ccccc1 (centres undefined)	-0.3	1	-24	10	·	-34	4	-3	-3	6	6
CC1(C)CC(=O)C/C(=N/NC(=O)COc2ccc(Cl)cc2Cl)C1	0.0	0	2	9	-1	0	14	-2	-36	7	6
COc1ccc(CSCC(=O)Nc2ccc(S(=O)(=O)N3CCCCCC3)cc2)cc1	0.7	7	-3	6	-3	-10	8	-11	-6	16	27
CCN1CCN(c2ncnc3c2sc2nc(N4CCOCC4)c4c(c23)CCC4)CC1	-0.7	-2	-1	-1	·	-33	2	0	·	1	10
CC(C)c1c(O)nc(SCC(=O)N2CCCCC2)[nH]c1=O	-0.3	13	-3	1	-5	-22	1	1	-5	4	17
O=C(NCCC1=CCCCC1)C1CCCN(S(=O)(=O)c2ccc(F)cc2)C1 (centres undefined)	-4.0	-1	4	10	9	18	17	-8	·	2	-3
COc1ccc(CNC(=O)c2ccc3c(=O)n(-c4ccccc4)c(=O)[nH]c3c2)cc1	-0.6	3	-4	18	6	-14	-1	0	·	-32	1
O=C(NCc1ccc(F)cc1)C(=O)Nc1nc(C23CC4CC(CC(C4)C2)C3)cs1	-1.2	0	35	18	-3	-30	11	6	-5	4	29
O=c1[nH][nH]c2ccccc2c1=O	0.3	-2	12	17	-2	-14	13	6	-4	-4	18
C(=N\N(Cc1ccccc1)c1ccccc1)/c1cccnc1	-0.6	-4	12	2	2	16	0	-6	-4	-5	16
CCOc1ccc(N(CC(=O)NCc2ccco2)C(=O)CCC(=O)Nc2ccccn2)cc1	-0.5	-2	8	13	·	-7	6	2	-7	-4	12
Cc1ccc(NC(=O)CSc2ccc3nnc(-c4ccccn4)n3n2)cc1	-0.4	-1	1	6	4	-13	6	0	-3	8	19
O=C(N/N=C/c1ccc2c(c1)OCO2)c1cccc2ccccc12	1.0	-7	3	-35	2	-38	-6	-5	-3	-4	-87
C=CCn1c(COC)nnc1SCC(=O)c1ccc(F)cc1	-1.1	-5	-2	-26	1	-20	-15	-9	-3	-14	-58
O=C(CCc1nc2ccccc2c(=O)[nH]1)NNC(=O)COc1ccc(Br)cc1	-0.2	-2	3	15	-1	15	1	45	-6	-4	4

(cont.)
SMILES	hiPSC survival	m5-HT2A agonist	Shn3 3UTR inh	Peg3 prom inh	NR2E3 ag-1	NR2E3 ag-2	TRPM1 prom inh	Cardio protect	CaV13 ICDI inh	PDI turbidity	HIF-2a inh
O=c1ccnc(Sc2ncccc2[N+](=O)[O-])[nH]1	0.0	3	-7	3	-2	-22	8	4	-2	-5	-4
Cc1ccc(C(c2nnnn2CCc2ccccc2)N2CCSCC2)cc1 (centres undefined)	-1.4	0	14	22	-2	-25	4	-5	-4	10	23
COc1ccc(Br)cc1/C=N/N1CCN(Cc2ccccc2Cl)CC1	-0.2	5	-5	5	-1	-3	10	-12	-2	1	0
Cc1nn(-c2nnc(NC3CCCCC3)nn2)c(C)c1Br	0.5	8	-83	-272	-1	-93	-50	-5	-6	3	-237
CCOC(=O)Cc1cnc(NC(=O)CSc2nc3ncnc(N)c3[nH]2)s1	0.2	-2	-6	6	2	15	0	4	-10	7	15

Rows are unselected; overall some 3.9% were active at least once.
